# Source: PubChem BioAssay (NCI)
# Growth percent in the NCI-60 one-dose screen (48 h, 10 µM unless noted): 100 = growth as untreated, 0 = no growth, -100 = all killed.
# SNB-19 – SNB-19 CNS cancer cells. 81,000 compounds, 2.5% hits
# SNB-75 – SNB-75 CNS cancer | 79,000 compounds, 5% hits | AID 1794750
# HT29 – HT29 colon cancer; 81,000 compounds, 7.4% hits
# HCC-2998 – HCC-2998 colon cancer; 79,000 compounds, 4.7% hits; AID 1794799
# SF-295 – SF-295 CNS cancer cells; 79,000 compounds, 5.6% hits
# SF-539 – SF-539 CNS cancer; AID 1794752; 81,000 compounds, 6.8% hits
# SW-620 – SW-620 colon cancer. 82,000 compounds, 5.2% hits
# SF-268 – SF-268 CNS cancer cells; 82,000 compounds, 3.1% hits
# KM12 – KM12 colon cancer cells. AID 1794800. 82,000 compounds, 5% hits
# * hit, by the source's call; · = not tested or not shown; & = joins results of further samples; ! = not active in a repeat. Rule for the calls: active = growth percent below 10; inactive = the rest.
SMILES,SNB-19,SNB-75,HT29,HCC-2998,SF-295,SF-539,SW-620,SF-268,KM12
CC(=O)OC1Oc2cc(C)c(C)cc2-c2oc(=O)c(-c3cc4ccc(N(C)C)cc4oc3=O)cc21 (configuration not stated),·,69,100,106,55,81,104,85,95
CCCCCCCCCCSc1ncnc2nc[nH]c12,75,·,91,78,69,87,86,84,85
CCN(CC)CCCC(C)Nc1ccnc2ccc(N(C)C)cc12 (configuration not stated),112,69,91,109,94,103,89,83,97
C=CCc1c(O)c(C=O)c(OC)c2c(=O)cc(-c3ccc(OC)cc3)oc12,93,63,99,99,83,100,90,97,83
N#Cc1cnn(C(=O)c2ccccc2Br)c1NC(=O)c1ccc(Br)cc1Cl,97,106,104,108,95,97,·,116,102
COc1ccc(N=C(C)CC(C)=O)cc1,100,107,95,98,97,98,107,99,99
Cc1ccc(N(C(=O)C2CC2c2ccc(F)c(F)c2)C(C(=O)NCCN2CCOCC2)c2ccc([N+](=O)[O-])cc2)cc1 (configuration not stated),98,90,94,106,104,100,94,100,109
CCOC(=O)CCCCCCCCC(=O)Cl,99,81,88,100,94,94,108,108,105
CCCCCCOc1ccc(/C=N/Nc2cc(C)nc3ccc(Cl)cc23)cc1,2.3*,-45*,-42*,-82*,-84*,-86*,-83*,70,-68*
COc1ccc2[nH]cc(-c3nn4cc(-c5nccs5)nc4s3)c2c1,100,88,92,102,75,95,100,94,78
O=c1n(Cc2ccc3ccccc3c2)c2ccccc2n1Cc1ccc2ccccc2c1,77,58,94,98,68,74,91,65,84
CC(=O)C1=C(C)NC(NN)=NC1c1cccc(Cl)c1 (configuration not stated),103,96,111,127,104,99,108,103,102
CCOC(=O)c1csc(NC(=O)COc2cccc(/C=C3\CSc4ccccc4C3=O)c2)n1,81,-34*,-34*,-32*,94,-89*,-65*,-37*,-64*
CCC(C)C(NC(=O)OCc1ccccc1)C(=O)NC(C(=O)O)C(C)C (configuration not stated),109,99,112,109,·,107,107,123,117
N=C(N)SCCSC(=N)N,112,112,101,104,·,99,106,101,104

# Reformatted bar-delimited: ten of the compounds above
structure | SNB-19 | SNB-75 | HT29 | HCC-2998 | SF-295 | SF-539 | SW-620 | SF-268 | KM12
COc1ccc(N=C(C)CC(C)=O)cc1 | 100 | 107 | 95 | 98 | 97 | 98 | 107 | 99 | 99
Cc1ccc(N(C(=O)C2CC2c2ccc(F)c(F)c2)C(C(=O)NCCN2CCOCC2)c2ccc([N+](=O)[O-])cc2)cc1 (configuration not stated) | 98 | 90 | 94 | 106 | 104 | 100 | 94 | 100 | 109
CCOC(=O)CCCCCCCCC(=O)Cl | 99 | 81 | 88 | 100 | 94 | 94 | 108 | 108 | 105
CCCCCCOc1ccc(/C=N/Nc2cc(C)nc3ccc(Cl)cc23)cc1 | 2.3* | -45* | -42* | -82* | -84* | -86* | -83* | 70 | -68*
COc1ccc2[nH]cc(-c3nn4cc(-c5nccs5)nc4s3)c2c1 | 100 | 88 | 92 | 102 | 75 | 95 | 100 | 94 | 78
O=c1n(Cc2ccc3ccccc3c2)c2ccccc2n1Cc1ccc2ccccc2c1 | 77 | 58 | 94 | 98 | 68 | 74 | 91 | 65 | 84
CC(=O)C1=C(C)NC(NN)=NC1c1cccc(Cl)c1 (configuration not stated) | 103 | 96 | 111 | 127 | 104 | 99 | 108 | 103 | 102
CCOC(=O)c1csc(NC(=O)COc2cccc(/C=C3\CSc4ccccc4C3=O)c2)n1 | 81 | -34* | -34* | -32* | 94 | -89* | -65* | -37* | -64*
CCC(C)C(NC(=O)OCc1ccccc1)C(=O)NC(C(=O)O)C(C)C (configuration not stated) | 109 | 99 | 112 | 109 | · | 107 | 107 | 123 | 117
N=C(N)SCCSC(=N)N | 112 | 112 | 101 | 104 | · | 99 | 106 | 101 | 104

# (next part)
SMILES,SNB-19,SNB-75,HT29,HCC-2998,SF-295,SF-539,SW-620,SF-268,KM12
CC(Cl)C(O)C#N (configuration not stated),106,98,98,94,106,108,100,102,108
CC1CN=C(C(c2ccccc2)c2ccc(Br)cc2)N1CCO (configuration not stated),100,108,103,97,·,93,102,104,101
CCc1ccc(/C(C#N)=C/C=C/c2ccccc2)cc1,60,0.0*,-5.6*,61,21,19,21,65,35
CS(=O)(=O)Nc1cc(-c2ccc3ncc(C#N)c(NCc4ccccc4)c3c2)cnc1Cl,7.2*,-37*,6.9*,4.9*,-32*,-43*,4.1*,-4.8*,8.5*
COc1ccc(-c2nc3c(c(N)c2C#N)C2C(=C(C)OC4C(OC)c5occc5C(OC)C24)S3)cc1 (configuration not stated),95,94,101,95,109,111,106,100,101
Cn1cccc1-c1cc(-c2cccs2)c(C#N)c(=O)[nH]1,94,88,111,103,95,94,99,99,112
Cc1cc(C)n(-c2nnc3n2N=C(c2ccc(-c4ccccc4)cc2)CS3)n1,67,·,6.9*,77,·,39,37,57,53
O=C(NCc1ccccc1)C(c1ccc(OCCBr)cc1)N(C(=O)CCc1ccc(O)cc1)C1CC1 (configuration not stated),87,82,100,·,92,98,100,89,93
Cc1[nH]nc(-c2ccc(OCc3ccc(Cl)cc3)cc2O)c1Oc1ccccc1,104,81,89,111,105,104,101,91,87
O=C(O)CCn1c(O)c(N=Nc2cccc3c2C(=O)c2ccccc2C3=O)sc1=S,99,102,114,105,102,96,108,90,97
O=C(Nc1ccc(-c2nc3ccccc3c(=O)[nH]2)cc1)c1ccccc1,81,66,78,102,105,90,90,78,97
O=C(Nc1cccc(-n2cc(-c3ccncc3)c(-c3cc(O)cc(Cl)c3)n2)c1)Nc1ccc(Cl)c(C(F)(F)F)c1,45,24,35,34,14,33,-34*,42,15
S=c1[nH]c2ccccc2[nH]c1=S,106&98,109&96,108&122,99&94,102&95,115&94,98&105,96&91,100&99
O=C(/C=C/c1cn(-c2ccccc2)nc1-c1ccc(Cl)cc1)c1ccc(F)cc1,76,75,77,186,172,97,75,83,64
CCCCOC(c1cc2c(cc1Br)OCO2)C(C)Br (configuration not stated),105,88,104,104,110,105,103,103,99
O=S(=O)(CC(O)(c1ccccc1)c1ccccc1)CC(O)(c1ccccc1)c1ccccc1,83,58,·,93,75,2.4*,90,85,88
O=C=Nc1cc(Cl)ccc1Cl,106,96,71,123,101,111,99,108,106
CCCCCCNC(=O)Oc1ccc(/C(=C(/CC)Cc2ccccc2)c2ccc(OCCCN(C)C)cc2)cc1,88,68,19,24,116,99,60,81,82
COc1ccc([N+](=O)[O-])cc1I,103,89,104,104,107,93,108,85,96
O=C1NC(=O)/C(=C\c2cn(-c3ccccc3)nc2-c2cccs2)S1,81,101,97,97,86,93,99,88,97
CCCCCCCCCC1=NC(C)(C)CN1C(C)(C)CO,92,102,49,84,122,87,94,94,98
C=CCOc1c(CCC)cc(C(=O)OCC)cc1CCC,94,·,87,99,101,116,100,107,·
Cc1ccc2c(c1)n([O-])c1cc(Cl)ccc1[n+]2=O,·,91,112,120,109,107,119,108,105
CCOC(CSCc1ccccc1)OCC,93,86,108,107,94,99,105,101,97
COc1ccc2nc(-c3ccc(Cl)cc3)cc(C(=O)N3N=C(c4ccc(N)cc4)CC3c3ccc(OC)c(OC)c3)c2c1 (configuration not stated),105,102,91,101,99,103,90,96,96
CCOC(=O)c1noc2c1CCc1c-2cn(Cc2ccccc2)c1-c1ccccc1,79,101,89,92,101,95,88,86,90
Cc1ccc(NCCNCC(C)(C)O)c2c(=O)c3ccc(Cl)cc3sc12,46,76,-73*,-53*,74,70,-80*,39,8.2*
CC1=C(/C=C/C(C)=C/C=C/C(C)=C/C=O)C(C)(C)CCC1,100,85,98,105,101,94,103,94,100
CN1C(=O)C(Nc2ccc(C(=O)Nc3ccc(F)cc3)cc2)=C(c2ccc(Cl)cc2)C1=O,91,89,62,85,79,90,98,81,68
CC(C)(C#N)OC(=O)Nc1ccccc1,109,84,97,99,99,101,113,94,103
C=C(C)[C@@H]1CC[C@]2(COC(=O)c3cccc(OC(C)=O)c3)CC[C@]3(C)[C@H](CC[C@@H]4[C@@]5(C)CC[C@H](O)C(C)(C)[C@@H]5CC[C@]43C)[C@@H]12,100,109,110,109,99,104,100,115,109
CCOC(=O)C1CCN(C(=O)c2ccccc2)C(CC)C1=O (configuration not stated),98,102,·,108,102,109,103,98,100
Cc1cccc(OCc2nnc(/N=C/c3cc4ccccc4nc3Cl)s2)c1,103,88,98,106,100,100,102,98,100
Cc1cc(N(CCCNc2ccnc3cc(Cl)ccc23)Cc2ccc3c(c2)OCO3)nc(N2CCCCC2)n1,15,-26*,-50*,-58*,-68*,-88*,-39*,3.3*,10
Cc1nn(-c2ccccc2)c2nc(N)c(C3=NCCO3)nc12,100,73,100,101,91,100,93,111,104
CC/C(=N/OCc1ccccc1)C(=O)O,103,89,94,115,97,106,109,101,101
CCN1C(=S)NN(C(SC)(SC)C(C#N)C#N)C(SC)C(C#N)=C1N (configuration not stated),97,86,103,103,93,96,106,82,86
CCOC(=O)c1ccc(NCCC(C)=O)cc1,·,89,105,108,94,99,122,119,115
CCc1c2ccc(N(S(=O)(=O)c3ccc(C)cc3)S(=O)(=O)c3ccc(C)cc3)cc2nc2c1c(=O)n1c3ccccc3c3cc(C(=O)OC)nc2c31,112,91,124,115,84,97,103,101,114
O=C1S/C(=C\c2ccco2)C(=O)N1/N=C/c1ccco1,102,76,102,101,102,98,99,102,101
O=C1C(Cl)=C(Nc2ccc3c(c2NC2=C(Cl)C(=O)c4ccccc4C2=O)C(=O)c2ccccc2C3=O)C(=O)c2ccccc21,29,-15*,5.5*,67,24,15,25,40,39
Cc1cc(N(C)C)nc(Nc2ccc(NC(=O)Nc3ccccc3)cc2)n1,100,96,91,110,·,100,111,121,113
COc1ccc(C(O)(c2ccc(OC)cc2)c2ccccc2OC)cc1,104,100,84,106,99,115,108,110,99
CSc1ccc(NC(=O)Nc2ccccc2)cc1,104,94,84,102,104,99,107,102,87
CN(C)CCNC(=O)c1cccn2c(=O)c3cc4ccccc4cc3nc12,18,-73*,-61*,·,-20*,1.6*,-12*,-15*,-10*
C[C@@H](Nc1ncnc2ccc(-c3cnc(Cl)c(NS(C)(=O)=O)c3)cc12)c1ccccc1,64,-15*,65,71,46,45,68,43,89
CCSc1nnc(Cc2ccc(OC)cc2)n1-c1ccc(C)cc1,104,96,108,98,107,102,106,102,94
CCOC(=O)C1=C(C)NC(SCc2cc(=O)oc3ccc(OC)cc23)=N[C@@H]1c1cccc2ccccc12,93,98,95,102,99,105,106,98,97
COc1ccc(-c2nn(-c3cccc(Cl)c3)cc2-c2c(C#N)c(=O)n3[nH]c(-c4ccccc4)nc3c2C#N)cc1,91,80,97,108,59,100,108,101,94
COc1ccc2[nH]c(C(=O)OCc3ccc4c(Br)cc(Br)c(O)c4n3)cc2c1,43,-76*,-74*,-78*,72,-92*,-73*,-71*,-49*
CCN1CCN(C(=O)[C@]23CC[C@@H](C)[C@H](C)[C@@H]2C2=CC[C@@H]4[C@@]5(C)C/C(=C/c6ccco6)C(=O)C(C)(C)[C@@H]5CC[C@@]4(C)[C@]2(C)CC3)CC1,73,53,56,51,91,74,69,69,66
C/C=C/CC(C)C(O)[C@H](NC(=O)[C@@H]1CCCN1C(=O)[C@](C)(CC)NC(=O)CCCCCCCCC)C(=O)N[C@@](C)(CC)C(=O)N[C@@H](CCC(N)=O)C(=O)N[C@H](CCC(N)=O)C(=O)NC(C)(C)C(=O)NC(C)(C)C(=O)N[C@@H](CCC(N)=O)C(=O)N[C@H](CC(C)C)C(=O)N[C@H](CO)CC(C)C (some centres not stated),-98*!,-93*!,-25*!,-58*!,-82*!,-100*!,14&83,-64*!,-65*!
COc1cc2nc(SCc3n[nH]c(=S)n3C(=O)c3ccccc3)n(-c3ccc(Cl)cc3)c(=O)c2cc1OC,66,80,87,84,40,75,69,63,66
CC1=NN(c2ccccc2)C(=O)/C1=C\N1CC(=O)NC1=S,101,91,103,108,104,109,106,101,103
CCN(CC)CC(Cc1ccccc1)OC(=O)c1ccccc1 (configuration not stated),103,106,106,105,107,114,103,106,112
COc1cc(C(=O)NNC(=O)c2ccc(NC(=O)CN=[N+]=[N-])cc2)cc(OC)c1OC,96,98,82,92,110,102,106,101,99
C=C1C(=O)O[C@H]2[C@H]1CC/C(COC(=O)OC/C1=C/CC[C@@]3(C)O[C@H]3[C@H]3OC(=O)[C@@H](CN(C)C)[C@@H]3CC1)=C\CC[C@@]1(C)O[C@@H]21,80,91,-8.0*,80,95,-12*,-57*,63,38
CCCS(=O)(=O)OCCO[C@H]1Cc2cc3ccc(=O)oc3cc2OC1(C)C,109,111,107,106,96,102,99,99,103
CC[C@H](CC[C@@H](C)[C@H]1CC[C@H]2[C@@H]3CC(=O)C4=CC(=O)/C(=C/c5ccco5)C[C@]4(C)[C@H]3CC[C@]12C)C(C)C,100,101,101,105,95,98,108,112,104
CC1CCS(=O)(=O)C1 (configuration not stated),101,83,106,94,99,100,98,107,106

# Next part
SMILES,SNB-19,SNB-75,HT29,HCC-2998,SF-295,SF-539,SW-620,SF-268,KM12
C=CCN1C(=O)C2CCCCC2C1=O (configuration not stated),110,92,110,118,104,117,121,105,125
O=C(OCc1ccccc1)c1ccc2c(c1)NC(=O)[C@@H]1CCCN21,103,75,92,107,104,100,110,77,99
CC(C)c1ccc(C(C)(C)O)cc1,99,101,106,95,110,102,106,109,104
CC(C)N=C1CCCC1C(=S)SSC(=S)C1CCCC1=NC(C)C (configuration not stated),83,74,79,116,·,83,75,69,101
COc1cc(Nc2nc3ccccc3cc2C(=O)Nc2ccc(F)c(F)c2)cc(OC)c1OC,25,45,29,45,14,38,23,40,20
CCCCN(C)c1nc2c(c(C#N)c1C#N)CCCCC2,94,97,91,106,86,101,95,95,85
COc1cc(/C=C/C(=O)c2c(C)nc3ccccc3c2/C=C/c2ccccc2)cc(OC)c1OC,1.1*,14,-1.3*,6.5*,30,1.4*,0.2*,26,-5.1*
CCc1ccccc1-n1c(N)c(C#N)c(-c2ccc(OC)c(OC)c2)c(C#N)c1=O,104,98,110,122,101,118,116,102,99

# Compounds were not picked by outcome (roughly 11% active in at least one column).
